RGS4 inh – Inhibitors of Regulator of G Protein Signaling (RGS) 4: qHTS. Potency, µM (titrated, usually from 114 µM), inactives show at the top dose activity change, negative = inhibition, most hits filed as inhibitors. Transcreener GDP fluorescence polarization, RGS4-accelerated GTP hydrolysis. Regulator of G-protein signaling 4 (Homo sapiens), P49798. actives 0.039% (n = 390,000). AID 504845, 2011; also: potency is read from the fitted curve at half-maximal effect; % is scaled to controls: 0 for no effect and ±100 for the full control effect; nearly all actives have a fitted effect of over 75% in size; some results filed as inactive show a strong effect at the top dose
Target sequence (P49798 whole entry, looked up): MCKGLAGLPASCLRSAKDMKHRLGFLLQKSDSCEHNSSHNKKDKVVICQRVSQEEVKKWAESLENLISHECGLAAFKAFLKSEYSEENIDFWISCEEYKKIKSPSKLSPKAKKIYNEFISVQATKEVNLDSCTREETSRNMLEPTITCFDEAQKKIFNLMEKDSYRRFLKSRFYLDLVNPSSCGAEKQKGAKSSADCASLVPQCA
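MLSMR compounds (23 nl, pin-transferred) preincubated 10 min at room temperature with a 500nM (2x) first reagent, then RGS4 at 900nM (2x) plus Transcreener GDP mix added; fluorescence polarization (620/688 nm) read before and after 90 min at 30 °C.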
POLB inh – qHTS Assay for Inhibitors of DNA Polymerase Beta; P06746; Pol beta primer extension/strand displacement, fluorescence kinetic; Potency, µM (doses to about 114 µM), for inactives: at the highest dose activity change, negative = inhibition, usual class: inhibitors; actives 1.3% (n = 340,000); AID 485314, 2010; also: potency is read from the fitted curve at half-maximal effect; % is scaled to controls: 0 for no effect and ±100 for the full control effect
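Homogeneous kinetic assay of primer extension and strand displacement by 10 nM Pol beta, preincubated 15 min at room temperature with compound before 50 nM substrate (final) was added. Read at 0 and 10 min; four-parameter Hill fit.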
Anesthetic bind – qHTS Assay for Identification of Novel General Anesthetics; Ferritin light chain (Equus caballus), P02791; apoferritin/1-aminoanthracene competitive binding, fluorescence; Potency, µM (titrated, usually from 77.5 µM), for inactives: at the top dose activity change, negative = displacement, actives largely listed as inhibitors; actives 0.074% (n = 350,000); AID 485281, 2010; also: potency is read from the fitted curve at half-maximal effect; % is scaled to controls: 0 for no effect and ±100 for the full control effect; nearly all actives have a fitted effect of over 20% in size
Target sequence (P02791 2-175 limits assumed): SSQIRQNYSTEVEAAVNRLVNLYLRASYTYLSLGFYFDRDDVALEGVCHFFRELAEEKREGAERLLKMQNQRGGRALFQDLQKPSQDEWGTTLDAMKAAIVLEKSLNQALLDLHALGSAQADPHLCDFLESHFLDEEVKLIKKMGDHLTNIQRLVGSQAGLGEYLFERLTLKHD
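10 uM apoferritin + 50% sat. 1-AMA, PBS; cpd 10 min RT; Ex380/Em535 endpoint; normalized to free probe vs complex; 4-param Hill fit; propofol titration as pos. ctrl.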
ERG-DNA inh – qHTS for Small Molecule Inhibitors of the ERG Ets/DNA interaction | fluorescence polarization, His-ERG Ets domain / labelled DNA | Potency, µM (series often up to 76.9 µM), without a hit: at the top dose FP activity, negative = inhibition, most hits filed as inhibitors | actives 0.028% (n = 370,000); active = well fitted inhibition curve with a large enough effect in the polarisation, with a control signal flat; inconclusive = small, poorly fitted or top-dose-only effect, or effect the other way, or a change in a side signal; inactive = no such curve, though single readings can be large or run the other way; the % refers to the polarisation;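 also: polarization taken with two DNA probes labelled with fluorescein and Texas red; potency is read from the fitted curve at half-maximal effect; % of control where 0% means no effect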
Target sequence (P11308 whole entry, looked up, the tested form may be a part): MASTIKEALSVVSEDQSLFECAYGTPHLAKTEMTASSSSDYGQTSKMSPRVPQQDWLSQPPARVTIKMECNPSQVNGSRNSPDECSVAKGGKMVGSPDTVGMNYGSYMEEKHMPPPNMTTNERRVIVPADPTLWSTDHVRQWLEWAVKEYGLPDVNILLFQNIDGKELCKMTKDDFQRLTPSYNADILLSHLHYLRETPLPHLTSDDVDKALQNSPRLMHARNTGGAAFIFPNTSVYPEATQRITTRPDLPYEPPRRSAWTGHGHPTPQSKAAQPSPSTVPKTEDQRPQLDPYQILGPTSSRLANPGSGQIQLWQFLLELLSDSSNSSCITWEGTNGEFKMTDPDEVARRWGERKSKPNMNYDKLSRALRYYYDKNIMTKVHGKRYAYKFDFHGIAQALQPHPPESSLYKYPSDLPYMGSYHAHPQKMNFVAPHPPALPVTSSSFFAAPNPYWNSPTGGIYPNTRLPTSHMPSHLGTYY
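His-tagged ERG Ets domain (1 uM in the protein solution; 300mM KCl, 50mM Tris-HCl, 1mM EDTA, 1mM DTT, pH 7.5) received compound, then a probe mix of 5 nM fluorescein-DNA and 100nM Texas-615-DNA. Fluorescence polarization was read for both dyes.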
LDHA inh – qHTS assay for inhibitors of human lactate dehydrogenase | activity change, % (values are at about 110 or 230 µM) | purified LDHA, NADH/diaphorase-resazurin fluorescence; hits give low values | AID 1347041, 2019 | actives 0.15% (n = 480,000); in the data active = activity change below about -30%; inconclusive = mostly about -25% to -30%;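 also: plate controls were DMSO wells for no effect and wells without enzyme for full effect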
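Human LDH5 (2 nM) was incubated with 0.06 mM NADH and 0.2 mM pyruvate for 5 min at room temperature in Tris pH 7.4. Remaining NADH was coupled through diaphorase/resazurin, and resorufin fluorescence was read at 0 and 20 min.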
Pol kappa inh – qHTS for Inhibitors of Polymerase Kappa; purified Pol kappa, fluorescent DNA synthesis assay, 10 min; Potency, µM (top dose mostly 107 µM), without a hit: at the top dose activity, negative = inhibition, usual class: inhibitors; actives 0.53% (n = 400,000); AID 588579, 2011; also: potency is read from the fitted curve at half-maximal effect; % is scaled to controls: 0 for no effect and ±100 for the full control effect
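Inhibition of 10 nM Pol kappa is measured by a fluorescent read-out at 0 and 10 min following addition of 50 nM substrate (final), with a 15-min room-temperature compound preincubation.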
ALOX12 inh – Primary qHTS assay for inhibitors of human arachidonate 12S-lipoxygenase (ALOX12): Round 2. Polyunsaturated fatty acid lipoxygenase ALOX12 (Homo sapiens), P18054. Potency, µM (highest dose often 108 µM), for inactives: top-dose activity change, negative = inhibition, actives largely listed as inhibitors. purified 12hLO, xylenol orange hydroperoxide absorbance. actives 1.1% (n = 580,000). AID 1671190, 2021; also: potency is read from the fitted curve at half-maximal effect; % is scaled to controls: 0 for no effect and ±100 for the full control effect
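Purified human 12hLO at 150 nM in 25 mM Hepes, 0.01% Triton X-100, pH 7.0, preincubated 15 min at room temperature with compound. Reaction started with 40 uM arachidonic acid, 30 min at room temperature. Hydroperoxide measured by Fe-xylenol orange, 573/405 nm absorbance ratio.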
POLH inh – qHTS for Inhibitors of Polymerase Eta. actives 1.2% (n = 390,000). Potency, µM (doses to about 114 µM), for inactives: at the highest dose activity change, negative = inhibition, actives largely listed as inhibitors. AID 588591, 2011. DNA polymerase eta (Homo sapiens), Q9Y253. recombinant Pol eta, fluorescent DNA replication assay; also: potency is read from the fitted curve at half-maximal effect; % is scaled to controls: 0 for no effect and ±100 for the full control effect
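Pol eta at 10 nM preincubated with compounds 15 min at room temperature; reaction started with fluorescent substrate (50 nM final) and read kinetically at 0 and 10 min.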
APEX1 inh – qHTS Assay for Inhibitors of the Human Apurinic/apyrimidinic Endonuclease 1 (APE1); DNA repair nuclease/redox regulator APEX1 (Homo sapiens), P27695; recombinant APE1, TAMRA/BHQ-2 abasic DNA cleavage fluorescence; Potency, µM (titrated, usually from 65.8 µM), for inactives: top-dose activity change, negative = inhibition, usual class: inhibitors; actives 0.35% (n = 350,000); AID 2517, 2012;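 also: potency is read from the fitted curve at half-maximal effect; plate controls were vehicle for no effect and reference inhibitor for full effect; nearly all actives have a fitted effect of over 55% in size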
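Measures dequenching upon AP-site incision of a 5'-TAMRA/3'-BHQ-2 THF-containing duplex, 50 nM; human APE1 0.75 nM after 15 min room-temperature exposure to compound; kinetic three-point read at one-minute spacing.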
Numbers without * were called inactive; i = inactive; ? = inconclusive; . = no result given; [ ] = remark or other dose. Unless noted, calls follow the shape of the dose curve; as a rule, active = well fitted curve in the direction sought with a large enough effect; inconclusive = small, poorly fitted or top-dose-only effect, or another doubt; inactive = no such curve, though single readings can be large; an effect the other way counts as inactive or inconclusive. These rows are one share of the data. The share of hits here may be higher or lower than overall.

Under each structure: RGS4 inh	POLB inh	Anesthetic bind	ERG-DNA inh	LDHA inh	Pol kappa inh	ALOX12 inh	POLH inh	APEX1 inh
N#Cc1ccc(S(=O)(=O)Nc2ccc3ccccc3n2)cc1
  4%	1%	-7%	0%	-1	-4%	?	-8%	-4%
CCC(C)C(NC(=O)c1ccccc1NC(=O)c1ccccc1)C(=O)O (centres undefined)
  -15%[11.4 µM]	3%	-3%	0%	-2	13%	11%	?	4%
Cc1c(N)cc[n+](CC(=O)c2ccccc2)c1C
  -38%	?	-12%	15%	-4	5%	-1%	-21%	5%
Cc1onc(-c2ccccc2)c1CNC(=O)Nc1ccc(C(F)(F)F)cc1
  -1%	-14%	4%	-1%	4	-5%	-13%	-20%	-5%
CCOc1ccc(NC(=O)C2CC(=O)N(Cc3ccco3)C2)cc1 (centres undefined)
  -34%	.	.	4%	0	12%	12%	-12%	-9%
COc1ccc(C(=O)Nc2ccc3c4c(cccc24)CC3)cc1
  7%	-1%	-17%	-4%	0	-4%	12%	-17%	-5%
Cc1ccsc1C1C2=C(CCCC2=O)Nc2ncnn21 (centres undefined)
  3%	-9%	19%	0%	-7	-21%	-17%	7%	2%
Cc1ccc(NS(=O)(=O)c2ccc(C(=O)N3CCCCCCC3)cc2)cc1
  13%	-2%	-18%	-3%	-5	5%	?	4%	-25%
Cc1nc(C(=O)NCc2ccccc2)sc1C1(C)CC(c2cccnc2)=NO1 (centres undefined)
  -10%	0%	-10%	3%	-12	3%	-8%	-14%	1%
CCCC(=O)Nc1ccc(C(=O)COC(=O)C2=COCCO2)cc1
  0%	.	.	5%	0	-14%	6%	-5%	-5%
Cc1ccc(C(=O)c2c3ccccc3[n+]([O-])n2CCC(N)=O)cc1
  8%	8%	-23%	1%	-4	-2%	-12%	-13%	16%
Cc1ccc(NC2(C(F)(F)F)N=C(c3ccccc3)NC2=O)nc1 (centres undefined)
  -20%	3%	-4%	2%	-3	-5%	-1%	-10%	3%
O=C(O)CP(=O)(c1ccccc1)c1ccccc1
  10%	17%	-7%	3%	-6	-20%	-2%	-10%	14%
Cc1ccc(-c2cc3c(nn2)-c2ccccc2C3=O)cc1
  12%[11.4 µM]	0%	-13%	6%	-2	-7%	-5%	?	11%
COc1ccc(CCNC(=O)c2cnccn2)cc1
  -49%	35%	-10%	-2%	1	10%	-5%	-12%	-1%
COc1ccc(Cl)cc1NC(=O)CCNS(=O)(=O)c1cccc2nonc12
  10%	34%	0%	9%	0	-2%	64%[activator]	3%	23%
O=C(CCC1CCCC1)N1CCN(S(=O)(=O)c2ccc(Br)cc2)CC1
  24%	.	.	-11%	-5	-9%	13%	-3%	-13%
O=C(Nc1ccnn1C1CCN(Cc2ccc(C#CCCO)cc2)CC1)c1cccc(F)c1
  8%	2%	-9%	-9%	-2	-13%	85%[activator]	-7%	-20%
COc1ccc2c(c1)c(=O)cc(C)n2CC(=O)NCc1ccco1
  44%	-12%	-10%	4%	-3	-33%	0%	?	-11%
O=C(NCCc1cccs1)C1CC(c2cccc([N+](=O)[O-])c2)=NO1 (centres undefined)
  13%	28%	-17%	-6%	0	0%	-1%	-5%	-4%
Cc1ccc(NC(=O)C(=O)NCCN2CCN(S(C)(=O)=O)CC2)cc1
  -4%	7%	-5%	7%	-3	-1%	4%	-9%	1%
NC(=O)C1=C[C@@H](c2ccc(C(F)(F)F)cc2)C[C@@H](OCCCCO)O1
  2%	30%	-14%	-2%	9	-3%	-1%	-9%	-5%
COc1ccc(C2c3ccc(O)cc3Oc3ncn(Cc4ccco4)c(=N)c32)cc1 (centres undefined)
  -27%	3%	4%	17%	1	-1%	-12%	-10%	10%
CCOC(=O)N1CCN(CCC(=O)Nc2cccc(Cl)c2C)CC1
  1%	0%	-4%	-6%	-3	1%	?	-7%	-11%
COc1cc(NC(C)CCc2ccccc2)cc(OC)c1OC (centres undefined)
  -46%	8%	-10%	11%	23	-9%	?	-22%	3%
CC(C)Cc1ccc(C#N)c(SCC(N)=O)n1
  -8%	3%	-7%	.	-10	2%	13%	-10%	-4%
C[C@@H](CCc1ccc(O)cc1)NCCc1ccc(O)c(O)c1
  .	.	-11%[29.3 µM]	.	.	-6%[19.4 µM]	?	.	-1%
O=C(CS(=O)(=O)Cc1ccccc1)Nc1nc2ccccc2s1
  -19%	1%	-11%	-3%	-9	?	?	-7%	-2%
COc1ccc(S(=O)(=O)N2CCCC(C(=O)NCc3ccncc3)C2)cc1 (centres undefined)
  -11%	13%	-1%	1%	-1	-4%	-1%	-4%	17%
O=S(=O)(Cc1ccccc1)NCc1cccnc1
  32%	-9%	-1%	-8%	0	-14%	2%	-9%	-1%
Cc1ccc(CCC(=O)NCc2ccccc2)o1
  -12%	-20%	4%	-1%	0	-13%	54%[activator]	-24%	58%[activator]
O=C1Nc2ccccc2/C1=N/N=C/c1ccc(-c2ccc([N+](=O)[O-])cc2)o1
  ?	-19%	-12%	-1%	0	6%	-24%	?	?
O=C(CCN1CCCCC1)NNC(=S)NC(=O)c1ccc(Br)cc1
  ?	48%	-9%	2%	5	1%	?	-18%	13%
O=C(c1ccc(S(=O)(=O)c2cccc(Cl)c2)c([N+](=O)[O-])c1)N1CCN(c2ccccn2)CC1
  -8%	-29%	?	-4%	-1	-17%	-1%	-7%	4%
Cc1cc(C(=O)COC(=O)c2ccccc2O)c(C)n1Cc1cccs1
  -33%	4%	-6%	3%	1	-10%	0%	-12%	-6%
CCn1c(SCC(=O)Nc2nc(-c3ccccc3)cs2)nc2c1c(=O)n(C)c(=O)n2C
  -11%	12%	-15%	-7%	-8	-3%	15%	-14%	-2%
CCCS(=O)(=O)Nc1c(C(=O)O)[nH]c2ccccc12
  ?	-28%	-5%	-6%	4	8%	?	-4%	0%
COc1ccc(/C(O)=C2/C(=O)C(=O)N(Cc3cccnc3)C2c2ccco2)cc1OC (centres undefined)
  -3%	17%	-14%	0%	4	-10%	?	-5%	-2%
Fc1ccc(CSc2ncnc3sc4c(c23)CCCC4)cc1
  -19%	26%	-13%	5%	-2	-2%	-18%	-8%	-3%
Cc1ccc(C2CCN(C(=S)Nc3cccc(Cl)c3)C2)cc1 (centres undefined)
  -3%	3%	9%	-11%	-2	9%	?	-16%	?
Cc1cc(/C=N/NC(=O)C(O)(c2ccccc2)c2ccccc2)c(C)n1-c1ccccc1
  -30%	0%	-5%	18%	0	-10%	-20%	2%	2%
N#C/C(=C\c1ccc(OCCN2CCOCC2)cc1)C(=O)Nc1ccc(S(N)(=O)=O)cc1
  -41%	8%	-14%	-1%	1	-12%	-2%	?	-3%
CCc1nc(SCC(=O)Nc2ccc(Br)cn2)n[nH]1
  .	10%	-14%	.	.	.	i	.	14%

Given as tab-separated lines: part of the list above
smiles	RGS4 inh	POLB inh	Anesthetic bind	ERG-DNA inh	LDHA inh	Pol kappa inh	ALOX12 inh	POLH inh	APEX1 inh
CCn1c(SCC(=O)Nc2nc(-c3ccccc3)cs2)nc2c1c(=O)n(C)c(=O)n2C	-11%	12%	-15%	-7%	-8	-3%	15%	-14%	-2%
CCCS(=O)(=O)Nc1c(C(=O)O)[nH]c2ccccc12	?	-28%	-5%	-6%	4	8%	?	-4%	0%
COc1ccc(/C(O)=C2/C(=O)C(=O)N(Cc3cccnc3)C2c2ccco2)cc1OC (centres undefined)	-3%	17%	-14%	0%	4	-10%	?	-5%	-2%
Fc1ccc(CSc2ncnc3sc4c(c23)CCCC4)cc1	-19%	26%	-13%	5%	-2	-2%	-18%	-8%	-3%
Cc1ccc(C2CCN(C(=S)Nc3cccc(Cl)c3)C2)cc1 (centres undefined)	-3%	3%	9%	-11%	-2	9%	?	-16%	?
Cc1cc(/C=N/NC(=O)C(O)(c2ccccc2)c2ccccc2)c(C)n1-c1ccccc1	-30%	0%	-5%	18%	0	-10%	-20%	2%	2%
N#C/C(=C\c1ccc(OCCN2CCOCC2)cc1)C(=O)Nc1ccc(S(N)(=O)=O)cc1	-41%	8%	-14%	-1%	1	-12%	-2%	?	-3%
CCc1nc(SCC(=O)Nc2ccc(Br)cn2)n[nH]1	.	10%	-14%	.	.	.	i	.	14%

Screening data deposited in PubChem by National Center for Advancing Translational Sciences (NCATS).
